FAS TE block: FAS thioesterase (human) inhibition. inhibition, % at 15 µM. recombinant FAS-TE, OMFH fluorogenic substrate, fluorescence endpoint. 360,000 compounds, 0.67% hits;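 active = compounds whose normalised, plate-corrected inhibition of enzyme fluorescence in the single-dose primary screen is 50% or more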;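 also: 0% = DMSO with enzyme and 100% = substrate without enzyme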
eLon inh: inhibits E. coli Lon protease; P0A9M0; purified E. coli Lon protease, fluorescence polarization; inhibition, % at 7.94 µM; 360,000 compounds, 0.42% hits; AID 602123; in the data active = inhibition above about 13%, passing the limit was not always enough;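 also: 0% = enzyme with probe and DMSO and 100% = no enzyme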
Neddyl block: blocks human cullin neddylation. P61081+Q13564. TR-FRET cullin neddylation, biochemical. calls only at 25 µM. 360,000 compounds, 0.58% hits; in the data active = inhibition above about 36%
Target sequence (P61081 whole entry, looked up): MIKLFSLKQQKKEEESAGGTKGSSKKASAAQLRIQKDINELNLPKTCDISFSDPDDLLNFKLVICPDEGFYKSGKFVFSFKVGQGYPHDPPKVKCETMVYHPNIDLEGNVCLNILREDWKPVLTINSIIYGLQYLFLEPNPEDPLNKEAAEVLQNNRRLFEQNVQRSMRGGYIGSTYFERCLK
Target sequence (Q13564 whole entry, looked up): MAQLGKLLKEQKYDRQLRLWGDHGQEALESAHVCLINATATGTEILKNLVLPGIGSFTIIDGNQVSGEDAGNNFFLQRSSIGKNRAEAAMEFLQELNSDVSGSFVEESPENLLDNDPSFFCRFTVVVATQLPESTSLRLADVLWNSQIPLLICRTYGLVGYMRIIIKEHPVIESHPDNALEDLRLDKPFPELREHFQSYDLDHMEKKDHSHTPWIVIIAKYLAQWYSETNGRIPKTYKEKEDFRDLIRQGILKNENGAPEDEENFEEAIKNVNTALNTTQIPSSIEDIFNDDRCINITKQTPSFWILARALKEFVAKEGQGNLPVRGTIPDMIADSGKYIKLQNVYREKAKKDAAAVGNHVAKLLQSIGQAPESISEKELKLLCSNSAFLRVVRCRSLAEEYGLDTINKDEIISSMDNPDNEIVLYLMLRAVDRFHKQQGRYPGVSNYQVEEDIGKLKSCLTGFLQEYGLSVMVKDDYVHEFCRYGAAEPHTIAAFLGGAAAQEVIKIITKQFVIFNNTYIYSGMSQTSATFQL
Rin1-Abl PPI inh: human Rin1-Abl interaction inhibition | P00519+Q13671 | TR-FRET Rin1/Abl binding, biochemical | inhibition, % at 7.35 µM | 360,000 compounds, 0.4% hits; in the data active = inhibition above about 5%, passing the limit was not always enough
MsrA act: bovine methionine sulfoxide reductase A activation. activation, % at 10.6 µM. purified bovine MsrA, absorbance read-out. 360,000 compounds, 0.3% hits. AID 602163; in the data active = activation above about 7.5%;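 also: 0% = vehicle and 100% = reference activator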
CendR NRP1 mod: modulators of CendR peptide binding to human neuropilin-1 | O14786 | FAM-RPARPAR peptide binding to NRP-1, fluorescence polarization | inhibition, % at 25 µM | 360,000 compounds, 0.85% hits | AID 602438;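 active = inhibition or corrected inhibition above about 18%, plus a signal ratio from 0.5 to 1.5, limit read from the data, passing the limit was not always enough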; also: strong numbers were not always called active
MsrA inhibitor: inhibits bovine methionine sulfoxide reductase A | purified bovine MsrA, absorbance read-out | inhibition, % at 15.5 µM | 360,000 compounds, 0.75% hits; in the data active = inhibition above about 4.5%;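 also: 0% = vehicle wells with enzyme and 100% = reference inhibitor wells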
MT1-MMP act inh: MT1-MMP (human) activation inhibition. 360,000 compounds, 0.061% hits. P50281. HT1080 RFP-PRO-GFP cells, GFP/RFP ratio fluorescence, overnight; percent of plate control window, DMSO zero. GFP/RFP ratio change, % at 20 µM. AID 651647;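 active = GFP/RFP ratio change of at least 30% with cell ATP level not reduced by more than half and red fluorescence within 50% of control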; also: strong numbers were not always called active
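Test system: HT1080 cells expressing an RFP-PRO-GFP fluorescent reporter construct / Compound dosing: single-point 20 µM compound, 1% DMSO / Schedule: cells overnight before dosing, compound overnight, 37 °C, 5% CO2 / Evaluation: GFP/RFP fluorescence ratio / Control set: DMSO and RFP-L50D-GFP cell wells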
SKN-1 block: C. elegans SKN-1 inhibition. C. elegans VP596 Pgst-4::GFP/RFP ratio, acrylamide-induced, 24 h. inhibition, % at 21.8 µM. 360,000 compounds, 0.49% hits;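 active = interference check ratio from 0.5 to 1.5 plus GFP to RFP signal ratio inhibition reaching or exceeding a fixed threshold, cut at about 30% in these data, passing the limit was not always enough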; also: some compounds called inactive have numbers as strong as hits
An asterisk follows results filed as active; i = inactive; · = no result given.

nr | compound | MsrA act | Rin1-Abl PPI inh | FAS TE block | MsrA inhibitor | MT1-MMP act inh
1 | COc1c2ccc(C(=O)NCCCCc3ccccc3)cc2nn1C | -1 | 1 | -7 | -0.8 | 2
2 | N#CC1=C(N)OC2=C(C(=O)CCC2)C1c1cc2c(cc1Br)OCO2 (centres undefined) | -2 | -4 | -3 | -1.7 | -2
3 | O=C(NCC1CCCO1)c1cc2ccccc2o1 (centres undefined) | -11 | 6 | -7 | -1.5 | ·
4 | Cc1nn(-c2nc3ccccc3n2Cc2ccccc2)c2c1C(=O)CC(C)(C)C2 | -1 | 1 | 10 | -1.2 | 1
5 | CCN(C(=S)Nc1ccccc1F)C1CCCCC1 | -2 | -1 | -2 | 0.6 | 2
6 | O=C(Nc1ccc2c(c1)OCCO2)C1CCCN1S(=O)(=O)c1cccc2cccnc12 (centres undefined) | 0 | -1 | -2 | -0.6 | 0
7 | CN(C)C(=O)c1ccc(NC(=O)c2cccc(S(=O)(=O)N3CCCCCC3)c2)cc1 | -1 | 4 | -3 | 2.1 | 2
8 | CC(C)[C@H](NC(=O)c1ccc(C(C)(C)C)cc1)C(=O)N1CCN(Cc2ccc3c(c2)OCO3)CC1 | -5 | 2 | 20 | 0.1 | -6
9 | Cc1ccc(C(=O)OCC(=O)NC2CCCCCC2)c(C)c1 | -7 | 0 | 0 | -0.5 | -2
10 | Cn1c(=O)cc(N2CCCCC2)[nH]c1=O | -3 | -1 | -8 | 0.5 | -1
11 | Cc1ccnc(NC(=O)c2ccc(NS(=O)(=O)/C=C/c3ccccc3)cc2)c1 | -1 | 0 | 11 | 1.8 | 3
12 | CCN(CC)c1ccc(/C=N/NC(=O)c2cc(C)nc3ccccc23)cc1 | -14 | 1 | 3 | 3.0 | ·
13 | CCOc1ccc(C(=O)NCC(=O)N2CCC3(CC2)NCCc2[nH]cnc23)cc1 | -2 | 0 | -5 | -0.3 | -2
14 | C=CCNCCCCOc1ccccc1-c1ccccc1 | -3 | 0 | -6 | -1.1 | -4
15 | S=c1[nH]nc(-c2cccs2)n1/N=C/c1cn(-c2ccccc2)nc1-c1cccs1 | 0 | -1 | 32 | 0.0 | 1

nr | Neddyl block | SKN-1 block | CendR NRP1 mod | eLon inh
1 | · | 6 | 4 | -6
2 | i | 11 | 1 | 2
3 | i | -23 | 9 | 6
4 | i | 10 | 3 | -7
5 | i | -5 | -7 | 0
6 | i | 10 | 2 | -3
7 | i | -1 | 8 | 4
8 | i | 16 | 5 | 5
9 | i | 6 | 2 | 8
10 | i | -3 | -5 | -6
11 | i | 19 | -12 | -1
12 | i | 12 | -4 | 12
13 | i | 8 | 15 | -2
14 | i | 14 | 1 | 4
15 | i | -5 | 5 | -13

More structures.
nr | compound | MsrA act | Rin1-Abl PPI inh | FAS TE block | MsrA inhibitor | MT1-MMP act inh
16 | CCOC(=O)c1c(NC(=O)CN2CCN(C)CC2)sc(C(=O)Nc2ccccc2)c1C | -2 | 1 | 4 | -0.6 | -5
17 | O=C(Nc1ccc(N2CCCC2)cc1)C(c1ccccc1)c1ccccc1 | -2 | -3 | -33 | 1.1 | -5
18 | CCNS(=O)(=O)c1cc(OC)ccc1OC | 1 | 3 | -8 | 0.6 | 1
19 | COc1ccc2cc(C(=O)Nc3ccc(F)cc3)sc(=O)c2c1OC | -1 | -5 | 0 | 0.3 | 5
20 | O=C(/C=C/c1cccc(Cl)c1)c1nc2ccccc2[nH]1 | -2 | 0 | 6 | 0.4 | -23
21 | COc1ccc(NC(=O)CSc2nn3c(=O)c(C)nnc3s2)cc1 | -2 | -2 | -4 | 0.8 | -2
22 | Cc1ccc(C(=O)NNC(=O)COc2ccc(Cl)cc2C)o1 | 0 | 0 | -3 | 0.1 | -2
23 | O=C1CNc2cc(Cl)ccc2N1 | -1 | -3 | -7 | 0.5 | -2
24 | COc1ccc(Oc2ccc(C(F)(F)F)cc2NC(=O)c2ccc(OC)cc2)cc1 | -3 | 0 | 40 | 1.1 | -2
25 | CCOC(=O)N1CCN(C(=O)c2ccc3c(c2)N(CC)CCS3)CC1 | -2 | -4 | -7 | 2.4 | 0
26 | OC1(c2ccc(Br)cc2)CN(c2ccccc2)C2=[N+]1CCS2 (centres undefined) | -5 | -4 | 9 | -0.1 | -2
27 | C=CCOc1cccc(CNCCCN2CCOCC2)c1 | -4 | 2 | -5 | -1.0 | -4
28 | CCOC(=O)C1=C(C)NC(=O)N(C(C)=O)C1c1ccc(Cl)cc1 (centres undefined) | -3 | 5 | -1 | -1.0 | -5
29 | CNC(=O)c1ccsc1NC(=O)CCS(=O)(=O)c1ccc(F)cc1 | -5 | 2 | -5 | -0.3 | 3
30 | CC(C)(C)Sc1ccc(/C=N/O)cc1[N+](=O)[O-] | -10 | -4 | -32 | 0.5 | 2

nr | Neddyl block | SKN-1 block | CendR NRP1 mod | eLon inh
16 | i | 11 | 6 | -2
17 | i | 11 | -22 | -11
18 | i | -4 | 5 | -8
19 | i | 25 | -17 | -1
20 | · | -15 | -1 | 4
21 | i | -3 | -2 | 1
22 | i | 12 | -4 | 2
23 | i | 8 | -1 | -136
24 | i | 3 | -2 | -6
25 | · | -5 | 6 | -11
26 | i | -6 | 0 | -7
27 | i | 53 | -8 | 2
28 | i | 6 | -3 | -13
29 | i | 10 | -2 | 3
30 | i | -14 | -3 | 1

3 structures from above, ordered by molecular weight, lowest first.
nr | compound | MsrA act | Rin1-Abl PPI inh | FAS TE block | MsrA inhibitor | MT1-MMP act inh
27 | C=CCOc1cccc(CNCCCN2CCOCC2)c1 | -4 | 2 | -5 | -1.0 | -4
28 | CCOC(=O)C1=C(C)NC(=O)N(C(C)=O)C1c1ccc(Cl)cc1 (centres undefined) | -3 | 5 | -1 | -1.0 | -5
17 | O=C(Nc1ccc(N2CCCC2)cc1)C(c1ccccc1)c1ccccc1 | -2 | -3 | -33 | 1.1 | -5

nr | Neddyl block | SKN-1 block | CendR NRP1 mod | eLon inh
27 | i | 53 | -8 | 2
28 | i | 6 | -3 | -13
17 | i | 11 | -22 | -11

The listing picks up, starting four compounds before the break.
nr | compound | MsrA act | Rin1-Abl PPI inh | FAS TE block | MsrA inhibitor | MT1-MMP act inh
27 | C=CCOc1cccc(CNCCCN2CCOCC2)c1 | -4 | 2 | -5 | -1.0 | -4
28 | CCOC(=O)C1=C(C)NC(=O)N(C(C)=O)C1c1ccc(Cl)cc1 (centres undefined) | -3 | 5 | -1 | -1.0 | -5
29 | CNC(=O)c1ccsc1NC(=O)CCS(=O)(=O)c1ccc(F)cc1 | -5 | 2 | -5 | -0.3 | 3
30 | CC(C)(C)Sc1ccc(/C=N/O)cc1[N+](=O)[O-] | -10 | -4 | -32 | 0.5 | 2
31 | OCC1(Cc2ccccc2)CCCN(Cc2cnn(-c3ccccc3)c2)C1 (centres undefined) | 0 | 1 | -4 | -1.1 | -1
32 | COc1ccccc1N1CCN(C(=O)c2ccc(C(C)(C)C)cc2)CC1 | -8 | -2 | 4 | -0.1 | -7
33 | Cc1ccc(S(=O)(=O)c2nnn3c2nc(NC2CCN(Cc4ccccc4)CC2)c2ccccc23)cc1C | -4 | -2 | 86* | · | 4
34 | CCCCn1c(N)c(N(CCOC)C(=O)c2ccc(Cl)c(S(=O)(=O)N3CCCCC3)c2)c(=O)[nH]c1=O | -3 | -1 | 3 | -0.1 | 0
35 | CN1CCN(S(=O)(=O)c2cccc(C(=O)Oc3ccccc3Cl)c2)CC1 | -1 | 1 | 7 | 0.1 | 1
36 | Cc1cccc(CSc2ccc(-c3ccco3)nn2)c1 | -4 | 2 | 14 | 0.2 | 5
37 | O=C(c1ccc(F)c(S(=O)(=O)N2CCOCC2)c1)N1CCc2ccccc21 | -1 | 2 | -2 | 0.6 | 0
38 | Cc1ccc([N+](=O)[O-])cc1NC(=O)CSc1nncc2ccccc12 | -5 | 3 | 28 | 2.4 | 1
39 | CCN1C(=O)[C@H]2[C@H]3CN=C(SCc4ccc(C(=O)OC)cc4)N3[C@@](C)(C(=O)OC)[C@H]2C1=O | 0 | 0 | -3 | -1.2 | 3
40 | COC(=O)c1c(NC(=O)C2CC2)sc2c1CCCC2 | 0 | 5 | 16 | 0.5 | 0
41 | Cc1nn(C)c(Oc2ccc(Cl)cc2)c1C=O | -8 | -3 | -5 | -0.6 | -5
42 | Cc1ccc(NC(=O)CCC(=O)c2cccs2)c(O)c1 | -4 | -2 | 0 | -1.2 | 6
43 | COc1ccc(C(c2nnnn2C2CCCCC2)N2CCN(c3ccc(OC)cc3)CC2)cc1 (centres undefined) | -2 | -1 | 16 | 1.2 | -1
44 | Cc1nc(N2CCN(C(c3ccccc3)c3ccccc3)CC2)[nH]c(=O)c1C | 1 | 1 | -3 | -1.2 | -3
45 | O=C(COC(=O)c1ccc(O)cc1O)Nc1ncc(Cl)cc1Cl | 2 | 0 | -4 | -0.1 | -1

nr | Neddyl block | SKN-1 block | CendR NRP1 mod | eLon inh
27 | i | 53 | -8 | 2
28 | i | 6 | -3 | -13
29 | i | 10 | -2 | 3
30 | i | -14 | -3 | 1
31 | i | -2 | 4 | -4
32 | i | -5 | 4 | 0
33 | i | -8 | -10 | -9
34 | i | -3 | -2 | -7
35 | i | 6 | 12 | 1
36 | i | 3 | 11 | -5
37 | i | -10 | 8 | -6
38 | i | 4 | 10 | -7
39 | i | -2 | -6 | 0
40 | i | 5 | -1 | -2
41 | i | -14 | -4 | -1
42 | i | -10 | -7 | -7
43 | i | 32 | 0 | 4
44 | i | 27 | 6 | -7
45 | i | -7 | -8 | 10

Next structures follow.
nr | compound | MsrA act | Rin1-Abl PPI inh | FAS TE block | MsrA inhibitor | MT1-MMP act inh
46 | CC(=O)N1c2ccc(S(=O)(=O)N3CCC(C(=O)N4CCN(c5ccccc5F)CC4)CC3)cc2CC1C (centres undefined) | -6 | 3 | 6 | -0.1 | 4
47 | COc1ccccc1C(=O)N/C(=C\c1ccc(Br)cc1)C(=O)NCCC(=O)O | -2 | 0 | -4 | 0.4 | 0
48 | CCCNC(=O)NC(=O)CSc1nc2cc(C(=O)OC)ccc2c(=O)n1-c1ccccc1 | -4 | -2 | -3 | 0.4 | 0
49 | O=C(CC1C(=O)NCCN1C(=O)c1ccc([N+](=O)[O-])cc1)Nc1ccc(F)cc1 (centres undefined) | -4 | 5 | 21 | -0.3 | 2
50 | Cn1c(=O)c(Oc2ccc(Cl)cc2)c(O)c2ccccc21 | -13 | -1 | -10 | -1.0 | -3
51 | CCOc1ccc(C)cc1-n1nc2ccccc2n1 | -13 | 3 | 1 | 1.1 | 3
52 | CC(C)Cn1c(CCC(=O)O)ccc1-c1cccs1 | -4 | -2 | -5 | -0.8 | -14
53 | COc1ccc(NC(=O)C2CCN(C(=O)c3ccccc3)CC2)c(OC)c1 | -6 | 4 | -12 | -0.3 | 9
54 | COc1ccccc1-c1noc2c1C(=O)N(Cc1cn(-c3ccc(Cl)cc3)nn1)CC2 | -2 | 1 | 3 | -0.8 | -1
55 | Brc1ccc(-c2noc(C3CCCCC3)n2)cc1 | -1 | -2 | 17 | -1.0 | 4
56 | COc1ccc(C=O)cc1COc1ccccc1F | -14 | -2 | -1 | -0.2 | -5
57 | COc1ccc(OC)c(NC(=O)C2CCN(c3cc(-c4ccccc4)nc4ncnn34)CC2)c1 | -6 | -1 | 1 | 0.1 | 1
58 | COc1cccc(C(=O)N2CCC[C@H]2C(=O)N2CCC[C@H]2C(=O)NCc2ccc(F)cc2F)c1 | -6 | · | -4 | 1.6 | 1

nr | Neddyl block | SKN-1 block | CendR NRP1 mod | eLon inh
46 | i | 8 | 7 | -12
47 | i | 8 | 21 | 3
48 | i | 13 | -3 | 10
49 | i | -4 | -1 | -13
50 | i | -8 | 3 | 1
51 | i | 2 | 1 | 4
52 | · | 20 | -25 | -13
53 | i | -5 | -7 | 7
54 | i | 2 | 3 | -1
55 | i | 22 | 2 | 2
56 | i | -6 | 7 | 2
57 | i | 3 | -5 | -7
58 | i | 2 | -5 | -4

Screening data (PubChem BioAssay)

Compounds as they come; any-hit rate near 4.2%.
